TNAP activators – human TNAP enzyme activators, primary screen, biochemical, luminescent, no phosphate acceptor, uHTS (AID 1001) | purified TNAP, luminescent activation assay, no phosphate acceptor; higher activation fold means a stronger effect | activation fold at 20 µM, or EC50 in µM where a hit was titrated | actives 0.03% (n = 200,000); in the data active means activation fold from about 3, or a potency from the dose series; inactive means the rest, 99 in 100 with activation fold below about 1.6; further: many of its hits are not listed in these tables
P. falciparum M1AAP – P. falciparum M1AAP inhibitors, biochemical, fluorogenic H-Leu-NHMec substrate, 1536-well (AID 1445) | actives 0.42% (n = 220,000) | recombinant M1AAP, H-Leu-NHMec fluorogenic kinetic assay; higher % means a stronger effect | inhibition, % at 30 µM; hits with a dose series show IC50 in µM;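 active means primary inhibition above the hit cutoff, then over 50% inhibition at one or more dose response concentrations, cut at about 23% in these data, passing the limit was not always enough; inconclusive means conflicting primary data, or primary hits not chosen for dose response; inactive means low primary inhibition, or under 50% at every dose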;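 further: plate controls were DMSO full reaction for no effect and no enzyme background for full effect; strong numbers were not always called active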
T cell modulator – T cell immune modulation candidate. 2C CD8+ T cell-vesicle binding, flow cytometry; stronger effect = lower value. calls only at 7 µM. actives 0.068% (n = 330,000);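 active means response, share of CD8 T cells binding vesicles, and their 90th percentile fluorescence all below set limits, cut at about 80% in these data, passing the limit was not always enough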
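Assay system – 2C mouse CD8+ T cells · Also added – QL9-loaded Drosophila micro-vesicles · Timing – Cell–vesicle co-incubation 1.5 h at 37 °C, staining 20 min on ice · Signal – flow cytometry of vesicle-bound cells · Measure – percent CD8+ FL2 mean versus row control · Controls – Peptide-free naked vesicles (low) and QL9 vesicles with 0.7% DMSO vehicle (high)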
PMI inhibition – human PMI inhibitors, high substrate, primary screen, biochemical, fluorescence intensity, high mannose 6-phosphate (AID 1220); inhibition, % at 20 µM; hits with a dose series show IC50 in µM; actives 0.66% (n = 190,000); recombinant PMI enzyme, coupled fluorescence intensity; higher % means a stronger effect
West Nile antiviral – West Nile virus antiviral activity, cell-based, CPE readout (AID 1621). West Nile virus-infected cells, CPE inhibition; higher % means a stronger effect. one-dose CPE inhibition, % at 10 µM; IC50 in µM for titrated hits. actives 0.02% (n = 290,000); in the data active means a potency from the dose series; inconclusive means CPE inhibition mostly from about 3.7% at the one dose, without a potency; inactive means the rest, 99 in 100 with CPE inhibition below about 2.2%; further: strong numbers were not always called active
P. falciparum M17LAP – P. falciparum M17LAP inhibitors, primary screen, biochemical, fluorogenic H-Leu-NHMec substrate, 1536-well (AID 1619); recombinant M17LAP, H-Leu-NHMec fluorogenic kinetic assay; higher % means a stronger effect; actives 0.38% (n = 220,000); inhibition, % at 30 µM; hits with a dose series show IC50 in µM;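 active means compound inhibiting the enzyme by more than half at any dose during confirmatory dose-response retesting; inconclusive means strong single-dose inhibitors picked by rank but not retested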;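 further: plate controls were full reaction with DMSO carrier for no effect and no enzyme background for full effect; strong numbers were not always called active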
UTI89 phage lysis – protection from phage-mediated lysis, alamar blue read-out – E. coli UTI89, K1F phage, bacterial capsule biogenesis inhibitors (AID 488966); E. coli UTI89 K1F phage lysis, alamar blue, 2 h; higher % means a stronger effect; one-dose inhibition, % at 100 µM; IC50 in µM for titrated hits; actives 0.02% (n = 340,000);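 active means phage lysis inhibition, versus mean bacterial control, above a set limit; inconclusive means no clear call, values can overlap the other calls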;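 further: capsule biogenesis inhibitors block K1F phage lysis so surviving cells raise fluorescence; higher fluorescence means more inhibition of phage lysis; actives were called in the ten point dose series up to 300 µM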
RSV antiviral HEp-2 – inhibition of RSV-induced cytopathic effect – HEp-2 cells, primary 10 µM value included (AID 2391); actives 0.13% (n = 310,000); HEp-2 cells, RSV-induced CPE inhibition; higher % means a stronger effect; CPE inhibition, % at 10 µM, or IC50 in µM where a hit was titrated; in the data active means a potency from the dose series; inconclusive means CPE inhibition mostly from about 23% at the one dose, without a potency; inactive means the rest, 99 in 100 with CPE inhibition below about 21%; further: strong numbers were not always called active
human PMI inhibition – inhibitors of human PMI, primary screen, biochemical, fluorescence intensity, coupled assay (AID 1209) | inhibition, % at 20 µM, or IC50 in µM where a hit was titrated | actives 0.42% (n = 190,000) | purified PMI enzyme, coupled fluorescence intensity; higher % means a stronger effect;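 further: plate controls were DMSO vehicle for no effect and wells lacking substrate for full effect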
T cell modulator vesicle-bound % – second read-out of T cell modulator, no call of its own (marks repeat the call); double positive events, %; measured here: CD8+ vesicle-bound cell fraction;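 binding gate set so that unloaded-vesicle control wells show 10% double positive cells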
Active calls of the source: *; i = inactive; ? = inconclusive; · = no result given; [ ] = another dose, or the depositor's remark. Unless noted, no stated cut-off is given here; in the data, active means inhibition above about 50%; inactive means the rest.

canonical_smiles	T cell modulator vesicle-bound %	TNAP activators	UTI89 phage lysis	RSV antiviral HEp-2	P. falciparum M1AAP	P. falciparum M17LAP	human PMI inhibition	West Nile antiviral	PMI inhibition	T cell modulator
COc1nc(N)c(S(=O)(=O)c2ccccc2)cc1C#N	38	1.2	0.0%	0.7%	-6%	-5%	3%	0.0%	5%	i
Cc1cccc(N2CCN(C(=O)C(C)C)CC2)c1C	7	1.1	0.4%	1.9%	5%	-3%	-1%	0.2%	-4%	i
O=C(COC(=O)[C@H](Cc1ccccc1)NC(=O)c1cccs1)Nc1c(Cl)cccc1Cl	26	1.1	2.4%	0.7%	4%	8%	5%	-0.3%	6%	i
COc1cc([N+](=O)[O-])cc(/C=N/NC(=O)Cn2cncn2)c1O	30	·	0.1%	2.8%	?	26%	·	0.2%	·	i
COC(=O)C1=C(C)N(C)C(=S)NC1c1ccccc1 (stereo not drawn)	42	1	-1.6%	1.4%	4%	-6%	-2%	0.4%	-8%	i
COc1cc(NC(=O)c2ccccc2)c(OC)cc1Cl	62	1.1	6.0%	1.6%	2%	16%	6%	0.0%	8%	i
Cc1ccccc1OCC(=O)NN1C(=O)C2C3C=CC(O3)C2C1=O (stereo not drawn)	53	1.2	-2.8%	1.7%	1%	-4%	-2%	0.0%	-25%	i
COCCN(CCOC)S(=O)(=O)c1ccc(C(=O)Nc2nnc(C)o2)cc1	19	1.1	0.8%	0.9%	1%	6%	2%	0.3%	-6%	i
O=C(N/N=C/C=C/c1ccc2c(c1)OCO2)c1ccc([N+](=O)[O-])cc1	41	0.9	2.3%	0.8%	13%	0%	-3%	0.0%	-8%	i
CCOCCCNC(=S)N1C2CCC1CC(NC(=O)NC13CC4CC(CC(C4)C1)C3)C2 (stereo not drawn)	·	1.2	0.3%	0.6%	2%	2%	4%	-0.3%	4%	·
O=C(N/N=C/C=C/c1ccccc1)C(O)c1ccccc1 (stereo not drawn)	19	·	0.2%	0.2%	·	·	·	-0.1%	·	i
COC(=O)C(NS(=O)(=O)c1ccc(C)cc1)c1ccccc1 (stereo not drawn)	56	1.1	0.1%	0.6%	-2%	12%	-5%	·	-4%	i
CCOC(=O)C(=CN=C(N)Nc1nc2ccccc2o1)C(=O)OCC	53	1.4	0.1%	3.2%	79µM*	26%	8%	0.0%	7%	i
CCOCCn1c(CN2CCOCC2)nc2c1c(=O)[nH]c(=O)n2C	20	1.1	-3.2%	4.2%	5%	4%	-5%	-0.3%	-7%	i
CC(=O)C1=C(C)NC(SCC(=O)c2ccc(-c3ccccc3)cc2)=C(C#N)C1c1cccnc1 (stereo not drawn)	31	1	-0.8%[50 µM]	5.8%	8%	12%	6%	0.8%	11%	i
O=C(N/N=C/c1ccc2cccc(OCc3ccccc3)c2n1)c1ccc(Cl)cc1	25	1	0.0%	8.0%	-2%	-8%	2%	0.6%	2%	i

Among those listed so far, nine contain a carbonyl joined to an NH by a bond outside any ring.
canonical_smiles	T cell modulator vesicle-bound %	TNAP activators	UTI89 phage lysis	RSV antiviral HEp-2	P. falciparum M1AAP	P. falciparum M17LAP	human PMI inhibition	West Nile antiviral	PMI inhibition	T cell modulator
O=C(COC(=O)[C@H](Cc1ccccc1)NC(=O)c1cccs1)Nc1c(Cl)cccc1Cl	26	1.1	2.4%	0.7%	4%	8%	5%	-0.3%	6%	i
COc1cc([N+](=O)[O-])cc(/C=N/NC(=O)Cn2cncn2)c1O	30	·	0.1%	2.8%	?	26%	·	0.2%	·	i
COc1cc(NC(=O)c2ccccc2)c(OC)cc1Cl	62	1.1	6.0%	1.6%	2%	16%	6%	0.0%	8%	i
Cc1ccccc1OCC(=O)NN1C(=O)C2C3C=CC(O3)C2C1=O (stereo not drawn)	53	1.2	-2.8%	1.7%	1%	-4%	-2%	0.0%	-25%	i
COCCN(CCOC)S(=O)(=O)c1ccc(C(=O)Nc2nnc(C)o2)cc1	19	1.1	0.8%	0.9%	1%	6%	2%	0.3%	-6%	i
O=C(N/N=C/C=C/c1ccc2c(c1)OCO2)c1ccc([N+](=O)[O-])cc1	41	0.9	2.3%	0.8%	13%	0%	-3%	0.0%	-8%	i
CCOCCCNC(=S)N1C2CCC1CC(NC(=O)NC13CC4CC(CC(C4)C1)C3)C2 (stereo not drawn)	·	1.2	0.3%	0.6%	2%	2%	4%	-0.3%	4%	·
O=C(N/N=C/C=C/c1ccccc1)C(O)c1ccccc1 (stereo not drawn)	19	·	0.2%	0.2%	·	·	·	-0.1%	·	i
O=C(N/N=C/c1ccc2cccc(OCc3ccccc3)c2n1)c1ccc(Cl)cc1	25	1	0.0%	8.0%	-2%	-8%	2%	0.6%	2%	i

Other results follow.
canonical_smiles	T cell modulator vesicle-bound %	TNAP activators	UTI89 phage lysis	RSV antiviral HEp-2	P. falciparum M1AAP	P. falciparum M17LAP	human PMI inhibition	West Nile antiviral	PMI inhibition	T cell modulator
O=C(Nc1cccc2nsnc12)C1CC(=O)N(c2ccccc2)C1 (stereo not drawn)	55	1	1.3%	1.2%	5%	8%	24%	0.2%	19%	i
Cc1ccc(Oc2nc3ccccc3n3cccc23)cc1	6	1	0.2%	4.5%	4%	-2%	7%	0.9%	8%	i
CCCS(=O)(=O)N1CCN(c2ccccc2F)CC1	50	1	4.6%	0.9%	15%	1%	8%	-0.1%	4%	i
Cn1c(C(=O)NCCN2CCOCC2)cc2c(=O)n3ccccc3nc21	8	·	-0.1%	0.9%	·	·	·	-0.2%	·	i
CN(C)/C(=N\S(=O)(=O)c1ccc(F)cc1)c1ccccc1	35	·	0.0%	0.9%	·	·	·	-0.7%	·	i
COc1cc(OC)c(OC)cc1CN1CCCC(C(=O)c2ccccc2SC)C1 (stereo not drawn)	57	1.1	0.4%	1.9%	1%	2%	13%	-1.0%	11%	i
CCOc1cc(/C=N/NC(=O)c2cccs2)cc([N+](=O)[O-])c1O	·	0.9	-0.7%	·	103µM*	-1%	-5%	0.0%	9%	·
CC(=O)c1cccc(NC(=O)C2CCCCC2)c1	50	1	0.1%	1.6%	1%	-4%	-4%	-0.1%	14%	i
